Screens: PubChem BioAssay, several laboratories
HCV NS3 hel inh: HCV NS3 helicase inhibition; NS3 helicase DNA unwinding, Cy5 molecular beacon fluorescence; inhibition, % at 10.9 µM; AID 1800; 290,000 tested, 0.56% active;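 active = inhibition above the mean of all tested compounds plus 3 SD, set per campaign, cut at about 35% in these data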;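 also: 0% = DMSO wells and 100% = thioflavine S control wells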
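assay system = NS3 helicase fragment of HCV | buffer or medium = MOPS pH 6.5, MgCl2, DTT, Tween20, BSA | timing = 60 min unwinding reaction at 25 °C after ATP addition | signal = Cy5 beacon fluorescence read at start and 1 h | read-out basis = % inhibition of unwinding | control set = low DMSO, high thioflavine S at 110 µM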
p-CIP stab down: compounds decreasing mouse p/CIP protein stability | Q05BA5 | F442A p/CIP-EGFP cells, EGFP fluorescence, 16 h | decrease of EGFP signal, % at 10 µM | 290,000 tested, 0.01% active | AID 1984;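 active = EGFP signal decrease of at least 30% at 10 µM or well 3 SD below plate mean, unless failing retest; inactive = the rest, including hits failing retest or dose response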; also: some compounds called inactive have numbers as strong as hits; many of its hits are not listed in these tables
SUMO HTRF inh: SUMOylation inhibition. P63279. HTRF SUMOylation assay, SAE1/SAE2 + UBC9, in vitro. inhibition, % at 35 µM. 290,000 tested, 0.36% active; in the data active = inhibition above about 50%, passing the limit was not always enough; inconclusive = no clear call, values can overlap the other calls; also: strong numbers were not always called active
Target sequence (P63279 whole entry, looked up): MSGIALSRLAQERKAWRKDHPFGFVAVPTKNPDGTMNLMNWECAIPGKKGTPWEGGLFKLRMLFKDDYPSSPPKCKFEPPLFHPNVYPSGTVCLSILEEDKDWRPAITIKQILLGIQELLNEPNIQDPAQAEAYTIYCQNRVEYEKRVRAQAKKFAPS
IMP-1 inhibitor: inhibitors of Pseudomonas aeruginosa IMP-1 metallo-beta-lactamase; purified IMP-1, nitrocefin hydrolysis, epi-absorbance fluorescence; inhibition, % at 5.6 µM; 290,000 tested, 0.45% active;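 active = inhibition above the mean plus 3 SD of all compounds in the same screening run, cut at about 4.5% in these data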;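 also: 0% = IMP-1 with DMSO and 100% = DMSO wells lacking enzyme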
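Test system: recombinant IMP-1 enzyme, purified / Medium: HEPES buffer pH 7.1 with ZnSO4 and Brij 35 / Doses: single dose, 5.6 µM / Times: 25 °C, 15 min preincubation, 25 min reaction / Detection: Epi-absorbance via hydrolysed-nitrocefin quenching of white-plate fluorescence, 480/530 nm, EDTA stop / Evaluation: percent inhibition from optical density relative to buffer-blank wells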
IDE act: boosts human insulin-degrading enzyme activity in HEK cells; P14735; 340,000 tested, 0.073% active; activation, % at 5.96 µM; AID 493087; FAbeta-B cleavage, fluorescence polarization; 0% vehicle, 100% cell-free pure enzyme wells;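 active = activation above the mean of all tested compounds plus 3 SD, set per screening campaign, cut at about 17% in these data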
PfM18AAP inh: blocks P. falciparum M18 aspartyl aminopeptidase | inhibition, % at 7.35 µM | recombinant PfM18AAP, H-Glu-NHMec fluorogenic cleavage | 290,000 tested, 1.2% active;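 active = inhibition above the campaign mean inhibition over all tested compounds plus 3 SD, cut at about 28% in these data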;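 also: 0% = plate median of test compound wells and 100% = 2 mM ZnCl2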
FID counter: displaces DNA intercalator in HCV helicase counter-screen | inhibition, % at 7.9 µM | DNA fluorescent intercalator displacement, fluorescence | 290,000 tested, 0.17% active; in the data active = inhibition above about 37%;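 also: 0% = vehicle and 100% = reference compound; higher means more ethidium bromide displaced from hairpin DNA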
IDE cell inh: inhibitors of human insulin-degrading enzyme in cells. 320,000 tested, 0.41% active. HEK cells, FAbetaB cleavage, fluorescence polarization. AID 434962. inhibition, % at 5.59 µM;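 active = percent inhibition above the average of all tested compounds plus 3 SD, set per screening campaign, cut at about 16% in these data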;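 also: IDE supplied by intact live HEK cells; FP after avidin binding of uncleaved biotin substrate so inhibition keeps polarization high; 0% = DMSO wells and 100% = 60 µM reference IDE inhibitor Ii1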
VIM-2 inhibitor: inhibitors of Pseudomonas aeruginosa VIM-2 metallo-beta-lactamase; inhibition, % at 5.6 µM; 290,000 tested, 0.89% active; purified VIM-2, nitrocefin hydrolysis, epi-absorbance fluorescence;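 active = inhibition above the mean of all tested compounds plus 3 SD, cutoff set per screening run, cut at about 7.5% in these data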;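 also: red hydrolysis product quenches plate fluorescence so inhibitors raise well fluorescence; 0% = enzyme with DMSO and 100% = DMSO without enzyme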
* = called active by the depositor; ? = inconclusive; . = not tested or not shown; & = joins results of further samples; ! = repeats disagree. Rows were taken by chance; about 3.6% have a hit in one of these screens.

SMILES	HCV NS3 hel inh	p-CIP stab down	SUMO HTRF inh	IMP-1 inhibitor	IDE act	PfM18AAP inh	FID counter	IDE cell inh	VIM-2 inhibitor
O=C(Cn1cnc2ccccc21)Nc1ccc(C(=O)O)cc1	1	0	10	-1.4	7	10	-1	2	-0.3
Cc1ccc(-c2nc(CSCC(=O)NCC3CCCO3)c(C)o2)cc1 (stereo unspecified)	1	-4	6	-1.9	1	-1	-40	7	-2.0
Cc1c(OCC(F)(F)F)ccnc1CSc1nc2ccccc2[nH]1	-1	-14	-3	-5.6	3	-9	-23	-4	-6.3
Cn1c2ccccc2c2nnc(SCC(=O)NC3CCCC3)nc21	6	-1	-4	-2.2	-2	7	-14	4	9.2*
CCOC(=O)c1ccccc1NC(=O)CSc1nccn1C	-3	-1	15	-7.0	0	-6	-6	3	-0.7
O=C(Nc1ccc(Cl)cc1-c1nc2ccccc2s1)c1ccco1	6	6	?	-0.5	6	1	-3	0	-0.5
COc1ccc(S(=O)(=O)N2CCc3ccccc32)cc1[N+](=O)[O-]	-5	-3	-8	-0.8	2	-1	6	4	-2.5
Cc1cc(Nc2ccccc2F)n2ncnc2n1	-2	-5	10	-1.1	13	-6	1	0	2.3
O=C(CSc1ncnc2ccccc12)NCc1ccco1	6	-24	12	1.1	-2	2	-3	11	-0.3
COc1cccc(NC(=O)C(=O)N2CCOCC2)c1	11	-17	2	-3.1	0	2	5	-1	0.0

One compound at a time, as listed above. Values in the order: HCV NS3 hel inh | p-CIP stab down | SUMO HTRF inh | IMP-1 inhibitor | IDE act | PfM18AAP inh | FID counter | IDE cell inh | VIM-2 inhibitor
`O=C(CSc1ncnc2ccccc12)NCc1ccco1` as listed: 6 | -24 | 12 | 1.1 | -2 | 2 | -3 | 11 | -0.3
`Cc1cc(Nc2ccccc2F)n2ncnc2n1` as listed: -2 | -5 | 10 | -1.1 | 13 | -6 | 1 | 0 | 2.3

Further records
SMILES	HCV NS3 hel inh	p-CIP stab down	SUMO HTRF inh	IMP-1 inhibitor	IDE act	PfM18AAP inh	FID counter	IDE cell inh	VIM-2 inhibitor
CP(C)(=O)CCP(=O)(c1ccccc1)c1ccccc1	-6	-10	3	-1.4	0	-8	-6	-3	-0.1
O=c1c(Cc2ccc(F)cc2)c(O)ccn1Cc1cccc(Cl)c1	-3	-14	6	-1.0	-2	-1	-3	-2	-2.3
O=C(CNC(=O)Cc1ccccc1)N=Nc1c(O)[nH]c2ccc(Br)cc12	6	1	24	-4.1	-1	1	-12	8	-2.8
COc1ccc(NC(=O)COc2ccc(/C=N/NC(=O)c3cccnc3)cc2OC)cc1	0	-11	6	-5.1	2	5	-29	-4	1.5
COc1ccc(C2=C(CN(C)C)C(c3ccccc3)c3ccccc3O2)cc1 (stereo unspecified)	-77&-82	-3&4	-27&-36	-0.9&-3.0	1	1&4	46*!	-4&4	-1.5&-2.9
COCCn1c(SCC(=O)NNC(=O)c2ccc(OC)c(OC)c2)nc2ccccc2c1=O	-6	-22	7	-4.4	3	3	-16	-5	-2.2
CCc1nnc(NC(=O)COc2ccccc2[N+](=O)[O-])s1	-10	-6	1	-3.3	2	7	-2	3	-4.0
C/C(=N\N=C1/NC(=O)C(C)S1)c1ccco1 (stereo unspecified)	15	3	17	-3.2	5	10	-12	-5	-2.9
C(=C\c1ccccc1)/C=N/Nc1nncc(-c2ccccc2)n1	-2	-1	-8	-3.0	.	-9	-5	3	-0.2
CCCCNC(=O)CCc1nc2cccnc2n1Cc1ccc(OC)cc1	-2	-3	15	-2.5	4	-4	-20	0	-0.8
CCCC(=O)Nc1ccccc1N1CCN(C(=O)c2ccccc2)CC1	2	-1	5	-4.1	-2	1	-20	4	-4.8
COc1ccc2[nH]c(=O)c(CN(C(=O)COc3ccccc3)C(C)C)cc2c1	-2	-10	10	-0.9	-5	-10	-2	4	1.7
COc1ccc(/C=N/NC(=O)COc2cccc3cccnc23)cc1OC	5	8	-2	-2.6	7	5	-26	5	-2.9
COc1ccc(OCC(=O)Nc2ccc(S(=O)(=O)N3CCN(C)CC3)cc2)cc1	0	-11	10	-3.1	.	-4	19	0	-1.1
Cc1ccc(N(C(=O)c2csnn2)C(C(=O)NC2CCCC2)c2ccccn2)cc1 (stereo unspecified)	5	3	4	-2.8	2	-5	-21	5	-5.0
O=C(CSc1nnc(-c2ccncc2)n1-c1ccc(Cl)cc1)Nc1ccc(C(=O)O)cc1	5	-3	-6	0.7	4	-6	-15	-4	0.1
Cc1ccc(Sc2cc(C)nc(-c3ccccn3)n2)cc1	-8	-8	11	-6.0	3	2	-28	-1	6.4
COc1ccc(NC(=S)N(CCCN2CCCCC2)Cc2cccs2)cc1	-1	14	-1	-1.5	5	3	11	-1	-2.0
CC1CCCN(C(=O)Cn2cnc3c2c(=O)n(C)c(=O)n3C)C1 (stereo unspecified)	1	2	13	-1.6	4	-6	-2	6	-2.7
CCN(CC(=O)Nc1ccccc1OC)C(=O)CSCc1c(C)noc1C	1	-6	1	-1.2	2	-8	-15	0	-1.1
O=C(COC(=O)CCCC1=NS(=O)(=O)c2ccccc2N1)Nc1ccccc1	3	-9	.	-1.1	0	-1	-5	-2	-3.1
C=Cn1cc[n+](CC(=O)c2ccc(Cl)c(Cl)c2)c1	-25	1	-14	-3.8	9	-4	9	2	-1.7
CCOCCCn1c(SCC(=O)Nc2cc(C(C)(C)C)nn2-c2ccccc2)nc2ccccc2c1=O	-7	0	-24	1.3	2	1	-41	11	-2.9
Cn1c(=O)n(Cc2ccccc2Br)c2ccccc21	-3	-10	15	-4.1	3	-2	-17	3	-5.3
CN(C)c1nc(SCCOC(=O)Nc2ccccc2)nc(N(C)C)n1	-7	-8	1	-0.8	-3	3	-21	-2	-3.8
O=C(Nc1ccon1)Nc1ccccc1C(F)(F)F	2	-4	2	-4.1	-1	5	-3	0	-2.9
Cc1ccc(S(=O)(=O)Nc2nc3cc(C)c(C)cc3[nH]2)cc1	12	-13	1	-2.2	.	-2	-12	4	-2.3
CC1CCC(NC(=O)COc2ccccc2C(N)=O)CC1 (stereo unspecified)	3	-14	-4	-3.8	8	-8	-5	9	-1.8
Oc1ccc(CCC2CCCCN2Cc2nc(C3CC3)no2)cc1 (stereo unspecified)	2	7	11	-3.3	4	1	-17	4	-1.9
O=C(NCc1cccs1)c1csc2c1CCCCC2	-2	9	-1	-4.3	-7	8	-3	0	-3.1
COc1ccc(Br)cc1C(=O)Nc1ccc(Cc2ccncc2)cc1	-23	-14	-14	-1.3	-5	0	-9	1	-0.9
Cc1ccc(C(=O)NC(=S)NCc2cccnc2)c(C)c1	7	-2	5	-2.5	1	5	-11	-1	-3.3
Cc1ccc(C(=O)NCC(=O)OC(C)C(=O)Nc2ccc(N3CCOCC3)cc2)s1 (stereo unspecified)	6	-8	9	-4.5	-4	-3	-16	-3	-2.0
Cc1cccc(C(=O)NCC(=O)N2CCN(c3ccc(Cl)cc3)CC2)c1	11	-6	-5	-1.9	-1	-3	-28	9	-2.2
O=C(N/N=C/c1ccc[nH]1)c1cc(-c2ccc(Cl)cc2)nc2ccccc12	-3	-10	7	-2.2	-3	5	-8	3	-3.2
C(#Cc1ccccc1)CN1CCN(c2ccccn2)CC1	-12	10	25	-1.1	3&2	2	-7	3	1.0
Cc1cc(C)c(C#N)c(SCC(=O)Nc2ccccc2C)n1	-14	-5	-2	-3.0	6	7	-7	6	1.9
COc1ccc(C2NC(=S)N(c3ccccc3)C(C)=C2C(=O)Nc2ccccc2)cc1 (stereo unspecified)	-5	-2	-6	-4.3	9	-7	-23	-1	-1.7
Cc1ccnc(NS(=O)(=O)c2ccc(NC(=O)Cc3cccs3)cc2)n1	8	-6	5	1.6	-1	6	-3	5	-2.7
CCCCNC(C(=O)Nc1ccc(Cl)c([N+](=O)[O-])c1)c1ccccc1 (stereo unspecified)	-3	9	-25	-2.3	1	-8	6	2	1.3
CC(C)Cc1ccc(C(C)C(N)=NCCc2ccccc2)cc1 (stereo unspecified)	-58	33	-3	0.8	0	14	39*	.	-0.6
CN(C(=O)c1ccccn1)c1nnc(-c2ccncc2)s1	-1	.	.	-6.8	.	1	2	.	-3.5
Cc1nc(NCC2CCCO2)c2nnn(Cc3ccccc3)c2n1 (stereo unspecified)	-5	-7	-2	-3.0	5	-6	-18	6	-1.3
Cc1nn(-c2ccccc2)c(N2CCCCC2)c1/C=N/O	3	-9	0	-0.1	4	-1	-6	3	0.0
COc1cc(OC)cc(C(=O)N[C@H](C(=O)Nc2ccc3c(c2)OCO3)C(C)C)c1	-4	5	-29	-1.2	3	-1	0	7	-2.3
S=c1nc(C2CC2)[nH]c2ccccc12	18	-24	30	-3.1	-7	7	-17	2	11*
CCOc1ccc(C(=O)Cc2cc3cccc(OC)c3oc2=O)cc1	6	-14	7	-1.2	-3	-14	-19	-1	1.5
CC(C)NC(=O)NC(=O)COc1cccc2c1OC(C)(C)C2	-3	-3	21	-4.5	-4	3	-22	1	-0.8
COC(=O)C1=C(C)NC(=O)/C1=C\c1cc(C)n(-c2ccc(F)cc2)c1C	-3	-7	28	-2.2	-2	13	-14	2	0.9
Cc1ccc(S(=O)(=O)N2CCC(C(=O)Nc3nnc(-c4ccc(F)cc4)s3)CC2)cc1	12	2	14	-2.7	0	-2	-3	10	-2.8

Continued.
SMILES	HCV NS3 hel inh	p-CIP stab down	SUMO HTRF inh	IMP-1 inhibitor	IDE act	PfM18AAP inh	FID counter	IDE cell inh	VIM-2 inhibitor
CCCC(=O)NCCc1nc2ccccc2n1CCC	-1	-12	0	-0.8	-3	-4	-6	5	-0.4
O=C(c1ccccc1)N1CCN(C(=O)c2ccccc2)CC1	2	-9	-54	-0.4	-4	4	-4	-1	-1.8
CN(Cc1ccccc1)C(=O)c1ccco1	-1	-5	12	-1.0	-8	-1	-2	-2	-0.7
Cc1cc(NC(=O)CCCC(=O)O)nc(C)n1	-6	-6	-2	-3.9	1	-4	4	6	-3.1
CCCn1c(SCC(=O)Nc2nnc(C)s2)nnc1-c1ccoc1C	-6	-3	24	-4.0	3	3	-20	5	-4.6
CCc1ccc2c(COC(=O)CNS(=O)(=O)c3ccc(NC(C)=O)cc3)cc(=O)oc2c1	6	3	-8	-5.3	-5	2	-9	-3	-4.3
O=C1CNC(=O)N1Cc1ccc(Br)cc1	3	-2	9	-2.0	.	2	1	0	-2.7
COc1ccc(Br)cc1CNC(C)c1ccccc1 (stereo unspecified)	-12	11	-27	-1.1	-2	-2	17	4	-1.7
O=C(c1ccc(CN2CCOCC2)cc1)N1CCC(Cc2ccccc2)CC1	10	-10	11	-3.6	-2	-20	-19	2	-0.6
COCc1nnc(NS(=O)(=O)c2ccc(F)cc2)s1	1	-6	10	-3.0	-2	-1	-4	0	-1.4
COc1ccc(N/N=C(\C#N)C(=O)NCCc2ccc(OC)c(OC)c2)cc1	3	-2	7	-1.2	4	1	-30	0	-3.4
CC1CCN(C(=O)c2ccc(NC(=O)c3cccs3)cc2)CC1	-9	-9	3	0.0	-2	-4	-23	-2	1.4
